# Compound activity: PubChem, NMMLSC
# Mcl-1 Bim block = disrupts Bim peptide binding to human Mcl-1; AID 1009; 0.1% of 190,000 active; Bead-based flow cytometry, Bim peptide-Mcl-1 binding; inhibition, % at 10 µM;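 further: 0% = no compound tracer wells and 100% = peptide blocker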
# RGS8-Gao reg = regulators of human RGS8-Galphao interaction | P09471 | multiplexed bead flow cytometry, RGS8-Galphao binding; actives lie on both sides | response (percent of control binding), % at 10 µM | 0.34% of 220,000 active | AID 1423; in the data active means response below about 60% or above about 140%; inactive means in between;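 further: Galphao activated as the GDP aluminium fluoride complex binding bead-coupled RGS8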
# Target sequence (P09471 whole entry, looked up): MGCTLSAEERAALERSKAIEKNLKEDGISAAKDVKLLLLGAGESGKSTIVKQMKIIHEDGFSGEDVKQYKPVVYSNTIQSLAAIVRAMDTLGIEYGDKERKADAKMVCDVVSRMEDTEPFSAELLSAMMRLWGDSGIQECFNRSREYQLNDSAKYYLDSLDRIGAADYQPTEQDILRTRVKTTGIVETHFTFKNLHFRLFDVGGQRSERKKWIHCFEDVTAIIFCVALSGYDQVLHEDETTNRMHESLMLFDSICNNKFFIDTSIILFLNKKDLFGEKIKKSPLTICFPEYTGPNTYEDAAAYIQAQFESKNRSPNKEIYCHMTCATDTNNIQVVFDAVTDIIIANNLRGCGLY
# RGS4-Gao reg = human RGS4-Galphao interaction regulation; P09471; AID 1415; Multiplexed bead flow cytometry, RGS4-Galphao binding; actives lie on both sides; 0.33% of 220,000 active; binding response (% of control), % at 10 µM; in the data active means binding response below about 49% or above about 150%; inactive means in between;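 further: fluorescent Galphao activated with aluminum fluoride binding bead-coupled RGS4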
# Bcl-B Bim block = human Bim-Bcl-B interaction inhibition; bead-based flow cytometry, Bim peptide-Bcl-B binding; inhibition, % at 10 µM; 0.073% of 190,000 active;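 further: 0% = tracer peptide without compound and 100% = reference inhibitor peptide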
# Target sequence (Q9HD36 whole entry, looked up): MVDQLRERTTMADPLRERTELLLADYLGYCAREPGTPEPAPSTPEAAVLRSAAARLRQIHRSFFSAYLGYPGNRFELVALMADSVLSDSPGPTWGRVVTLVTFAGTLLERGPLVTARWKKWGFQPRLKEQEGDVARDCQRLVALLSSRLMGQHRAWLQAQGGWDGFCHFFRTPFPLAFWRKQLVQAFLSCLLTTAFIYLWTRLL
# Bcl-XL Bim block = inhibitors of Bim-Bcl-XL interaction, human; Q07817; Bim peptide-Bcl-XL binding, bead flow cytometry, fluorescence; inhibition, % at 10 µM; 0.04% of 190,000 active; AID 1007
# Bcl-2 Bim block = human Bim-Bcl-2 interaction inhibition. P10415. Bead-based flow cytometry, Bim peptide-Bcl-2 binding. inhibition, % at 10 µM. 0.06% of 190,000 active. AID 950; in the data active means inhibition above about 40%; inconclusive means no clear call, values can overlap the other calls;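 further: 0% = no compound wells with probe peptide and 100% = reference peptide inhibitor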
# Bcl-W Bim block = human Bim-Bcl-W interaction inhibition. 0.02% of 190,000 active. inhibition, % at 10 µM. AID 952. Q92843. bead-based flow cytometry, Bim peptide-Bcl-W binding;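 further: 0% = bound tracer without compound and 100% = peptide blocker; higher means less fluorescent Bim peptide bound to Bcl-W beads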
# Target sequence (Q92843 whole entry, looked up): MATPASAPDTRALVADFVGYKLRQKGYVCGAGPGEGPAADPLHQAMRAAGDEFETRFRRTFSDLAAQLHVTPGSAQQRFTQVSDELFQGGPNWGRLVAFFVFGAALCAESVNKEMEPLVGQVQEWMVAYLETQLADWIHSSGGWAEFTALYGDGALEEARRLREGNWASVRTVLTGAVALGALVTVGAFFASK
# RGS7-Gao reg = regulators of human RGS7-Galphao interaction. AID 1439. binding response (% of control), % at 10 µM. 0.35% of 220,000 active. P09471. Multiplexed bead flow cytometry, RGS7-Galphao binding; actives lie on both sides; in the data active means binding response below about 49% or above about 150%; inconclusive means no clear call, values can overlap the other calls; inactive means in between;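 further: fluorescent Galphao held in activated GDP-AlF4 state binding bead-coupled RGS7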
# ABCG2 inh = blocks JC-1 efflux by human ABCG2 transporter | Q9UNQ0 | IgMXP3 cells, flow cytometry | 0.1% of 190,000 active | inhibition, % at 6.6 µM | AID 1325;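 active means inhibition above 80%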;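 further: 0% = DMSO and 100% = nicardipine control wells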
#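 Times: 10 min at 25 °C | Test system: Two drug-resistant human cell lines, ABCG2 and ABCB1 | Quantity: 3 million cells/mL final, two lines in 1:1 ratio | Signal: Flow cytometry, 530 nm JC-1 signal | Dosing: Compound at 6.6 µM | Controls: Nicardipine and DMSO wells | Reagent: JC-1 as fluorescent efflux pump substrate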
# ABCB1 block = inhibitors of human ABCB1 transporter, ABCG2 counter-screen | CCRF-Adr cells, JC-1 efflux, flow cytometry | inhibition, % at 6.6 µM | 0.067% of 190,000 active | AID 1326; in the data active means inhibition above about 40%;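 further: 0% = vehicle and 100% = reference inhibitor; higher value means more JC-1 retained so stronger ABCB1 efflux block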
# Bfl-1 Bim block = inhibitors of Bim-Bfl-1 interaction, human | 0.12% of 190,000 active | Bead-based flow cytometry, Bim-Bfl-1 binding inhibition | AID 1008 | inhibition, % at 10 µM | Q16548;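 further: 0% = wells without compound plus tracer and 100% = blocker peptide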
# Starred values were filed as active, the others as inactive; u = inconclusive; x = no result given. Unless noted, no stated cut-off is given here; in the data, active means inhibition above about 40%.
SMILES,Mcl-1 Bim block,RGS8-Gao reg,RGS4-Gao reg,Bcl-B Bim block,Bcl-XL Bim block,Bcl-2 Bim block,Bcl-W Bim block,RGS7-Gao reg,ABCG2 inh,ABCB1 block,Bfl-1 Bim block
COc1ccc(-n2cnnc2SCC(=O)N(C)C2CCS(=O)(=O)C2)cc1 (stereo unspecified),0.0,97.9,95.3,-10.0,3.0,-10.0,0.0,102.3,-1.5,-0.4,-8.0
CCOc1ccc(CN2CCNC(=O)C2CC(=O)NCCCn2ccnc2)cc1 (stereo unspecified),-2.0,97.2,103.0,-4.0,-4.0,-4.0,0.0,99.4,1.1,0.8,-5.0
CCOc1ccc(C(F)(F)F)cc1NC(=O)c1ccc(OC)c([N+](=O)[O-])c1,0.0,101.6,98.4,-8.0,-2.0,-7.0,-5.0,102.2,2.4,0.1,-12.0
CCOc1ccc(S(=O)(=O)NCc2ccccc2OC)cc1,0.0,101.4,101.5,-4.0,-3.0,-1.0,1.0,98.5,-1.0,0.1,-2.0
COc1ccc(Cl)cc1N(C(C)C(=O)O)S(C)(=O)=O (stereo unspecified),2.0,99.8,99.8,-2.0,0.0,-1.0,-2.0,108.7,-0.5,0.6,-4.0
O=C(CSc1nc(Nc2ccccc2)nc(N2CCOCC2)n1)Nc1ccc([N+](=O)[O-])cc1,0.0,99.2,101.7,-1.0,2.0,1.0,2.0,101.9,1.4,0.2,0.0
COc1ccc(CCNC(=O)CCn2c(SCC#N)nc3ccccc3c2=O)cc1OC,-1.0,121.3,110.6,-2.0,1.0,-2.0,-4.0,107.5,x,x,-4.0
COC(=O)c1cn(NC(=O)CC2CCCCC2)c(=O)c2ccccc12,0.0,101.5,98.8,-6.0,-10.0,-8.0,-2.0,99.8,0.3,0.1,-10.0
COc1ccc(Nc2ncnc3scc(-c4ccc(OC)cc4)c23)cc1,0.0,99.6,92.3,-3.0,-8.0,-4.0,-2.0,92.7,32.6,2.7,3.0
COC(=O)c1ccc(C(=O)OC)c(NC(=O)CN(c2ccccc2)S(=O)(=O)N(C)C)c1,-3.0,97.4,101.9,-7.0,-3.0,-6.0,-1.0,100.1,8.0,2.6,-8.0
O=C(c1cccc(Cl)c1)c1nn(-c2ccccc2)c(=O)cc1C(F)(F)F,0.0,101.2,100.9,20.0,-3.0,-10.0,1.0,100.9,0.4,-0.1,-14.0
O=C(NCCSc1ccccc1)c1cccnc1,-2.0,98.5,97.8,-10.0,5.0,-6.0,-3.0,105.0,-3.9,-3.3,-5.0
CCOc1cc2[nH]c(=O)n(CCc3ccc(OC)c(OC)c3)c(=O)c2cc1OCC,-3.0,101.2,100.4,-4.0,-3.0,-1.0,-4.0,99.5,2.5,0.7,-2.0
ClCC1CN(Cc2ccccc2Cl)CCO1 (stereo unspecified),0.0,102.5,96.2,-5.0,-5.0,0.0,0.0,100.0,1.1,3.0,-4.0
C=CCn1c(SCc2nc3ccccc3[nH]2)nnc1-c1cccc(OC)c1,-2.0,114.1,102.5,-1.0,0.0,0.0,-1.0,107.2,2.0,0.8,1.0
Cc1ccc(C(=O)NCCc2nnc3ccc(SCC(=O)Nc4ccccc4C)nn23)cc1,-5.0,103.5,98.6,-4.0,-6.0,-11.0,-3.0,99.6,10.0,0.7,-15.0
COc1ccccc1N(C(=O)Cn1nnc2ccccc21)C(C(=O)NCc1ccco1)c1ccc(C)o1 (stereo unspecified),4.0,103.3,100.9,0.0,-2.0,-1.0,0.0,104.5,3.1,4.6,-2.0
CCc1nnc(NC(=O)CN2C(=O)CCC2=O)s1,-5.0,102.6,103.0,-8.0,-10.0,-10.0,-4.0,100.0,1.0,0.1,-16.0
O=[N+]([O-])c1cccc(S(=O)(=O)N2CCCCCC2)c1,-5.0,103.5,107.2,-6.0,-7.0,-7.0,-5.0,107.6,7.8,1.1,-7.0
CCc1nnc(SCCSc2nnc(CC)n2N)n1N,0.0,99.9,102.2,0.0,0.0,-1.0,-1.0,101.3,2.7,0.7,-1.0
COC(=O)c1[nH]c2ccc(Cl)cc2c1NC(=O)C1CC1,0.0,105.6,102.3,-1.0,0.0,0.0,-1.0,102.6,2.7,0.5,0.0
Cc1ccc(-c2csc(N(CCCN(C)C)C(=O)c3ccco3)n2)cc1,-1.0,95.9,96.6,-7.0,-3.0,-1.0,0.0,93.8,4.2,0.6,-3.0
O=C(CN1CCOCC1)Nc1ccc(N2CCN(c3ccccc3)CC2)c(F)c1,-3.0,98.8,101.2,0.0,-2.0,-6.0,-2.0,u,3.7,1.2,-8.0
CNC(=O)N(O)C1N(NC(=O)Nc2cccc3ccccc23)C(=S)SC1(C)C (stereo unspecified),-2.0,99.6,100.1,-10.0,-7.0,-5.0,-2.0,96.9,18.7,1.5,-14.0
CCc1nnc(NC(=O)Nc2ccccc2OC)s1,0.0,100.4,98.1,-2.0,-4.0,-4.0,0.0,98.5,6.3,1.2,-6.0
Clc1ccc(CNCc2cccs2)c(Cl)c1,-4.0,100.6,102.5,-7.0,-5.0,-6.0,-5.0,98.6,8.7,0.5,-13.0
CC(C)CCOP(=O)(c1ccccc1)c1ccccc1,0.0,99.8,101.1,-5.0,-1.0,-8.0,1.0,104.3,11.4,1.0,-14.0
Cc1cc(OCc2nn[nH]n2)c2c(C)c(Cc3ccccc3)c(=O)oc2c1,-3.0,98.2,99.7,-2.0,-3.0,-5.0,-5.0,100.5,-0.6,-0.1,0.0
CC(=O)CCc1c(C)nc2ccc(C)cc2c1Cl,3.0,101.0,99.9,0.0,1.0,-1.0,0.0,98.5,1.0,0.3,-1.0
O=C(OCCCN1CCCCC1)c1ccc(O)cc1,1.0,99.7,103.1,4.0,0.0,-1.0,0.0,100.5,0.6,0.1,-2.0
Cc1cc(C)c(C)c(OCCCCn2cnc3ccccc3c2=O)c1,0.0,101.7,100.9,-4.0,4.0,-9.0,2.0,97.8,3.6,0.7,-11.0
Cc1coc2cc3oc(=O)c(Cc4ccccc4)c(C)c3cc12,-5.0,101.2,95.4,-3.0,-3.0,-4.0,-4.0,99.0,36.9,0.9,-3.0
Cc1c(C(=O)N/N=C/c2ccccc2)[nH]c2ccc(Cl)cc12,-3.0,84.7,96.5,-5.0,-4.0,0.0,-4.0,98.2,44.9,11.3,0.0
CSc1ccc(/C=C/c2ccc3cccc(O)c3n2)cc1,0.0,90.3,87.5,-1.0,1.0,5.0,-2.0,89.0,0.3,-0.3,3.0
Nc1ncn(C23CC4CC(CC(C4)C2)C3)n1,-8.0,104.1,101.5,-11.0,-17.0,-16.0,-6.0,100.7,9.2,1.0,-23.0
COc1ccc(C)cc1S(=O)(=O)N1CCN(S(=O)(=O)c2cc(C)ccc2OC)C(C)C1 (stereo unspecified),-3.0,99.9,99.3,-2.0,-2.0,-3.0,-1.0,98.4,5.1,1.9,-1.0
O=C(CSc1cccc[n+]1[O-])N1CCCc2ccccc21,0.0,98.4,94.9,-5.0,-1.0,-2.0,0.0,97.2,4.1,1.0,-4.0
CN(C)c1ccc(N/C=C/C(=O)C(F)(F)F)cc1,0.0,98.3,99.6,-8.0,-5.0,1.0,0.0,101.5,2.1,0.7,0.0
O=C(Nc1ccc2nc(-c3cccs3)c(-c3cccs3)nc2c1)N1CCOCC1,3.0,101.0,99.8,-6.0,4.0,4.0,4.0,100.0,3.2,0.6,2.0
COc1cc(/C=C/C(=O)NCc2cccnc2)cc(OC)c1OC,-6.0,100.3,103.2,-9.0,-7.0,-12.0,-1.0,101.9,20.5,0.5,-21.0
CC1CCc2c(sc(NC(=O)COC(=O)c3ccccc3NCc3ccco3)c2C#N)C1 (stereo unspecified),-4.0,4.6*,-5.5*,-4.0,1.0,-1.0,1.0,-2.0*,x,x,-1.0
CCCC(=O)Nc1ccc(N2CCN(C(=O)CCC)CC2)cc1,-2.0,102.9,104.8,3.0,-3.0,0.0,1.0,101.0,1.4,0.3,-5.0
CCOc1nc2c(c(=O)n(C)c(=O)n2C)n1Cc1ccccc1Cl,-5.0,105.4,100.7,-7.0,-3.0,-8.0,-3.0,100.6,0.0,0.0,-8.0

# Compounds listed so far with a CF3 group, in the order listed:
SMILES,Mcl-1 Bim block,RGS8-Gao reg,RGS4-Gao reg,Bcl-B Bim block,Bcl-XL Bim block,Bcl-2 Bim block,Bcl-W Bim block,RGS7-Gao reg,ABCG2 inh,ABCB1 block,Bfl-1 Bim block
CCOc1ccc(C(F)(F)F)cc1NC(=O)c1ccc(OC)c([N+](=O)[O-])c1,0.0,101.6,98.4,-8.0,-2.0,-7.0,-5.0,102.2,2.4,0.1,-12.0
O=C(c1cccc(Cl)c1)c1nn(-c2ccccc2)c(=O)cc1C(F)(F)F,0.0,101.2,100.9,20.0,-3.0,-10.0,1.0,100.9,0.4,-0.1,-14.0
CN(C)c1ccc(N/C=C/C(=O)C(F)(F)F)cc1,0.0,98.3,99.6,-8.0,-5.0,1.0,0.0,101.5,2.1,0.7,0.0

# 4 of the compounds above, bar-delimited:
Compound | Mcl-1 Bim block | RGS8-Gao reg | RGS4-Gao reg | Bcl-B Bim block | Bcl-XL Bim block | Bcl-2 Bim block | Bcl-W Bim block | RGS7-Gao reg | ABCG2 inh | ABCB1 block | Bfl-1 Bim block
Cc1coc2cc3oc(=O)c(Cc4ccccc4)c(C)c3cc12 | -5.0 | 101.2 | 95.4 | -3.0 | -3.0 | -4.0 | -4.0 | 99.0 | 36.9 | 0.9 | -3.0
Cc1c(C(=O)N/N=C/c2ccccc2)[nH]c2ccc(Cl)cc12 | -3.0 | 84.7 | 96.5 | -5.0 | -4.0 | 0.0 | -4.0 | 98.2 | 44.9 | 11.3 | 0.0
CSc1ccc(/C=C/c2ccc3cccc(O)c3n2)cc1 | 0.0 | 90.3 | 87.5 | -1.0 | 1.0 | 5.0 | -2.0 | 89.0 | 0.3 | -0.3 | 3.0
Nc1ncn(C23CC4CC(CC(C4)C2)C3)n1 | -8.0 | 104.1 | 101.5 | -11.0 | -17.0 | -16.0 | -6.0 | 100.7 | 9.2 | 1.0 | -23.0
